Screens from PubChem BioAssay.
aSyn yeast inh = rescues yeast growth from alpha-synuclein toxicity; Yeast expressing alpha-synuclein, growth rescue, BacTiter-Glo, 24 h; Potency, µM (titrated, usually from 46.1 µM), inactives show at the top dose growth rescue (activation), actives largely listed as activators; 370,000 compounds, 0.14% hits; AID 652106; also: potency is read from the fitted curve at half-maximal effect; % of control where 0% means no effect; nearly all actives have a fitted effect of over 65% in size
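Readout is rescue of growth in alpha-synuclein-expressing yeast, so inhibitors of toxicity appear as activators. Growth after 24 hr at 30 deg C in galactose medium is quantified by luminescence.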
GLP-1R inv ag = GLP-1 receptor (human) inverse agonism | AID 624417 | 410,000 compounds, 1.6% hits | HEK293 GLP-1R CRE-luciferase, luminescence, 24 h; GLP-1R form is constitutively active | Potency, µM (highest dose often 38.3 µM), without a hit: top-dose activity change, negative = inhibition, hits mostly inhibitors | P43220; also: potency is read from the fitted curve at half-maximal effect; % is scaled to controls: 0 for no effect and ±100 for the full control effect; nearly all actives have a fitted effect of over 55% in size
Target sequence (P43220 whole entry, looked up): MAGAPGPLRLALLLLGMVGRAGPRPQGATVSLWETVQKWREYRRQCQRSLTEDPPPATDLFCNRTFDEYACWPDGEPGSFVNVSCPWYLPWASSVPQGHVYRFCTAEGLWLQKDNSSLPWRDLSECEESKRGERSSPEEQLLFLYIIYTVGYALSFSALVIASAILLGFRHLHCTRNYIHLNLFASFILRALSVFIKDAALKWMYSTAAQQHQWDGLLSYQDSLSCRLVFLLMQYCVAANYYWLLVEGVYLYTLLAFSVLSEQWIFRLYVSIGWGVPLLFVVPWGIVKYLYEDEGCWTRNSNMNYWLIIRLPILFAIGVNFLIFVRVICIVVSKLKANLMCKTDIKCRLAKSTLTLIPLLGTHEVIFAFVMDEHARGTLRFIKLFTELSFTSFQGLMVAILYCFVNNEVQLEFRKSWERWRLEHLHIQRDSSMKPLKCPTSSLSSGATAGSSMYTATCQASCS
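Assay principle: reduced luminescence from a cAMP-responsive reporter in HEK293 cells co-expressing a constitutively active GLP-1R. Conditions: 24 hr compound incubation, 37 deg C, 5% CO2.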
Abeta yeast res = A-beta toxicity reversal in yeast | yeast expressing A-beta42, growth rescue, OD600, 48 h; response scale: 0% DMSO, 100% iron-clioquinol control | Potency, µM (top dose mostly 46.1 µM), for the others: at the top dose growth rescue, hits mostly activators | 410,000 compounds, 0.063% hits; also: potency is read from the fitted curve at half-maximal effect; nearly all actives have a fitted effect of over 55% in size
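Growth rescue measured by 600 nm absorbance after 48 h yeast culture at 30 C with compound. Values normalized between DMSO and an equimolar ferric chloride plus clioquinol control.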
pAkt inh = blocks phosphorylation of Akt. Neuro2A IGF-stimulated pAkt S473 HTRF, 20 min; hits give low values. activity change, % for hits at 50 µM. 360,000 compounds, 0.32% hits. AID 651550; in the data active = activity change below about -80%; inconclusive = mostly about -51% to -80%; also: % is scaled to controls: 0 for no effect and ±100 for the full control effect
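Single-point screen (50 µM final compound) in Neuro2A cells stimulated 20 min with 6 nM IGF at 37 deg C. After lysis, Ser473-phosphorylated Akt read by HTRF (ex 330 nm, em 615/665 nm) as the 665/615 ratio.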
GLP-1R agonist = activates the human GLP-1 receptor; P43220; HEK293 GLP-1R CRE-luciferase, luminescence, 4-6 h; cells express a hypersensitive GLP-1R form; Potency, µM (titrated, usually from 45.6 µM), for the others: top-dose activation, hits mostly activators; 380,000 compounds, 0.007% hits; AID 624172; also: potency is read from the fitted curve at half-maximal effect; % of control where 0% means no effect
TDP43 rescue = rescues yeast growth from TDP-43 toxicity; AID 652104; TDP-43 expressing yeast growth rescue, BacTiter-Glo, 24 h; Potency, µM (highest dose often 46.1 µM), for the others: at the top dose growth rescue (activation), actives largely listed as activators; 410,000 compounds, 1.8% hits; also: potency is read from the fitted curve at half-maximal effect; % of control where 0% means no effect; nearly all actives have a fitted effect of over 50% in size
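Luminescence from BacTiter-Glo reports growth of TDP-43-expressing yeast after 24 hr at 30 deg C with compound. Cells were raffinose-pregrown to mid-log, then seeded in galactose medium at OD600=0.02.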
DRD3 antagonist = antagonists of human D3 dopamine receptor; D3R cells, DiscoveRx beta-arrestin luminescence, antagonist mode; hits give low values; max response, negative = inhibition, %; 360,000 compounds, 2.5% hits; P35462; AID 652054; in the data active = max response below about -50%; inconclusive = no clear call, values can overlap the other calls; also: % is scaled to controls: 0 for no effect and ±100 for the full control effect; mostly tested at two doses, the higher about 12 µM
Target sequence (P35462 whole entry, looked up): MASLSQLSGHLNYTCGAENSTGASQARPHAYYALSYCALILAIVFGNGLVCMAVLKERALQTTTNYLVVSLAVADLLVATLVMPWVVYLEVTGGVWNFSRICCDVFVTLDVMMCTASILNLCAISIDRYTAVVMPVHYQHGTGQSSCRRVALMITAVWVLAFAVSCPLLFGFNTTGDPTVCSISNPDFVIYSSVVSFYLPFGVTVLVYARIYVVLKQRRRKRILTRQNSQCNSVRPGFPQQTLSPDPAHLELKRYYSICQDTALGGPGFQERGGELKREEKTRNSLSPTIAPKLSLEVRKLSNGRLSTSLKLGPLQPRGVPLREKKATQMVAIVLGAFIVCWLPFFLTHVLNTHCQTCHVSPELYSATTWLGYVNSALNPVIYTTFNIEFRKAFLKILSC
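Cells plated overnight at 1500 cells/well, then exposed to library compounds with dopamine controls for 90 minutes at 37 degrees C. DiscoveRx reagent added for 30–60 minutes at room temperature; luminescence read, quantitative HTS format.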
FUS suppressor = FUS proteinopathy suppression in yeast; Potency, µM (highest dose often 76.6 µM), inactives show top-dose growth rescue (activation), hits mostly activators; 390,000 compounds, 0.24% hits; S. cerevisiae FUS-expressing, growth rescue, OD600, 24 h;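 also: potency is read from the fitted curve at half-maximal effect; plate controls were DMSO vehicle for no effect and reference control for full effect; nearly all actives have a fitted effect of over 55% in size; some results filed as inactive show a strong effect at the top dose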
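Toxicity suppression screen in FUS-yeast. Cells induced with 2% galactose, starting OD 0.005, treated 24hr at 30C with compounds at multiple final concentrations; growth by OD600.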
PTHR1 ag = activates the human parathyroid hormone receptor PTHR1; HEK293 GP2 PTHR1 cells, GloSensor cAMP luminescence, 1 h; AID 743266; Potency, µM (titrated, usually from 115 µM), inactives show top-dose activation, hits mostly activators; 410,000 compounds, 0.075% hits; also: potency is read from the fitted curve at half-maximal effect; nearly all actives have a fitted effect of over 55% in size; some results filed as inactive show a strong effect at the top dose; inactives centre near -15; many of its hits are not listed in these tables
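HEK-293-derived GP2 cells expressing PTHR1 and a GloSensor cAMP reporter, 3,000/well, plated overnight, given luciferin plus IBMX (each 0.5 mM as added) for 1 h at 37 °C, then compound for 1 h at 37 °C. Luminescence was read after 15 min at room temperature.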
An asterisk follows results filed as active; i = inactive; ? = inconclusive; . = not tested or not shown; [ ] = remark or other dose. Unless noted, calls follow the shape of the dose curve; as a rule, active = well fitted curve in the direction sought with a large enough effect; inconclusive = small, poorly fitted or top-dose-only effect, or another doubt; inactive = no such curve, though single readings can be large; an effect the other way counts as inactive or inconclusive.

SMILES	aSyn yeast inh	GLP-1R inv ag	Abeta yeast res	pAkt inh	GLP-1R agonist	TDP43 rescue	DRD3 antagonist	FUS suppressor	PTHR1 ag
O=S(=O)(NCc1csc(-c2cccs2)n1)c1ccc(Cl)cc1	15%	?	-44%[inhibitor]	i	1%	?	32	18%	i
O=C(O)CN1C(=O)C(=O)N(Cc2ccc(Cl)cc2Cl)C1=O	-2%	17%	-11%	i	-2%	-5%	-27	-6%	-9%
CCOC(=O)CCc1c(C)nc2cc(C3CCCN(C(=O)OC(C)(C)C)C3)[nH]n2c1=O (stereo not given)	2%	-1%	6%	i	-6%	7%	6	11%	-23%[57.5 µM]
CCn1cc(/C=C(\NC(=O)c2ccccc2F)C(=O)NCCN2CCOCC2)c2ccccc21	4%	3%	4%	i	9%	8%	17	5%	-4%
Cc1ccc(-n2nnnc2CNC(=O)c2ccc(Br)o2)cc1C	7%	-33%	-6%	i	0%	?	16	5%	i
Cc1cc(C(=O)COC(=O)c2cccc(NS(C)(=O)=O)c2)c(C)n1CC1CCCO1 (stereo not given)	-3%	?	4%	i	-54%[inhibitor]	16%	5	.	-43%[inhibitor]
CCOc1cccc(NC(=O)C2CC(=O)N(C)C(=Nc3ccc(OC)cc3)S2)c1 (stereo not given)	5%	-11%	-3%	.	12%	22%	.	-15%	i
O=C(NNc1cc(Cl)ccc1Cl)c1c(F)cccc1Cl	27%	?	3%	i	5%	?	5	-5%	-33%[inhibitor]
NC(=O)[C@@H]1CC2(CC(c3cccc(NC(=O)CC(c4ccccc4)c4ccccc4)c3)=NO2)CN1C(=O)[C@@H]1CCC(=O)N1 (stereo not given in full)	-2%	12%	-14%	i	-1%	-10%	?	?	-19%
CC(=O)NC12CC3CC(C1)CC(C(=O)N(C)CC(=O)Nc1ccccc1Cl)(C3)C2	-1%	-13%	-1%	i	-2%	8%	-22	10%	-20%
COC(=O)[C@@H](Cc1c[nH]c2ccccc12)NC(=O)CCC(=O)c1ccc(Br)cc1	22%	?	-16%	i	-4%	5%	4	18%	i
O=C1c2ccccc2C(=O)N1CCc1nc2ccccc2c(=O)n1-c1ccccn1	-7%	8%	-1%	i	-1%	11%	3	9%	-1%
O=[N+]([O-])c1ccccc1CNCCCCO	0%	-1%	4%	i	3%	17%	17	-17%	-25%
CSc1ccc(CN(C)C(=O)CNC(=O)CNS(=O)(=O)c2ccc(C)c(C)c2)cc1	6%	-1%	9%	i	9%	-13%	-10	28%	-31%[inhibitor]
Cc1ccc(S(=O)(=O)Nc2nc3ccccc3nc2NCc2ccco2)cc1	-8%	0%	0%	i	5%	?	1	20%	-14%[57.5 µM]
COC(=O)c1cn(-c2ccccc2)nc1-c1ccncc1	10%	13%	4%	i	-3%	1%	13	7%	-25%
CCc1ccccc1NC(=O)Cn1c(=O)ccc2cc(S(=O)(=O)N3CCCC3)ccc21	6%	5%	-9%	.	-4%	20%	.	1%	-30%
C=CCN1C(=O)/C(=C2/Sc3ccccc3N2CCCS(=O)(=O)O)SC1=S	2%	3%	2%	i	3%	7%	-5	14%	5%
Cc1cccc(-n2ncc3c(NNC(=O)c4ccco4)ncnc32)c1	9%	2%	-9%	i	2%	18%	6	-4%	i
CCC(C)N(CC(=O)NCc1ccc(OC)cc1)C(=O)c1csnn1 (stereo not given)	1%	2%	-2%	i	-11%	-3%	7	9%	-2%[57.5 µM]

Reformatted: entries from further up.
mol | aSyn yeast inh | GLP-1R inv ag | Abeta yeast res | pAkt inh | GLP-1R agonist | TDP43 rescue | DRD3 antagonist | FUS suppressor | PTHR1 ag
O=[N+]([O-])c1ccccc1CNCCCCO | 0% | -1% | 4% | i | 3% | 17% | 17 | -17% | -25%
CSc1ccc(CN(C)C(=O)CNC(=O)CNS(=O)(=O)c2ccc(C)c(C)c2)cc1 | 6% | -1% | 9% | i | 9% | -13% | -10 | 28% | -31%[inhibitor]

Continuation.
SMILES	aSyn yeast inh	GLP-1R inv ag	Abeta yeast res	pAkt inh	GLP-1R agonist	TDP43 rescue	DRD3 antagonist	FUS suppressor	PTHR1 ag
NS(=O)(=O)c1ccc(N=Nc2c(O)c(C(=O)O)cc3ccccc23)cc1	-8%	-13%	-4%	i	-5%	5%	-16	?	?
CCOc1ccc(C2C(C#N)=C(N)Oc3n[nH]c(C)c32)cc1OC(=O)C1CC1 (stereo not given)	-15%	0%	-11%	i	-13%	-1%	-23	2%	i
CC(=O)N1c2ccc(S(=O)(=O)N3CCCCC3)cc2CC1C(=O)Nc1ccccc1C(F)(F)F (stereo not given)	4%	17%	20%	i	6%	11%	4	-2%	-4%
COc1cc(CC(=O)Nc2nc(C)cs2)cc(OC)c1OC	3%	-5%	11%	i	9%	0%	15	-8%	-29%
COc1ccc(CCN=CC2=C(O)CCCC2=O)cc1OC	-10%	10%	-7%	i	11%	-12%	9	-22%	i
COc1ccc(CCNC(=O)c2ccc3ccccc3n2)cc1OC	1%	2%	-9%	i	27%	9%	16	13%	i
O=C(CSc1nc2ccccc2s1)Nc1nccs1	.	-1%	-8%	.	-9%	-19%	6	4%	-24%
Cc1nc2sccn2c(=O)c1S(=O)(=O)N1CCN(c2cccc(Cl)c2)CC1	-8%	3%	-5%	i	-3%	0%	-12	-37%	-7%
CC(C)Cc1nnc(NC(=O)C2CCCN(C(=O)c3ccc(Cl)cc3)C2)s1 (stereo not given)	1%	-3%	5%	i	-4%	15%	9	-42%	-24%
COc1ccc(-c2cc(C(=O)N/N=C(\C)c3cccnc3)c3ccccc3n2)c(OC)c1	-8%	24%	5%	i	4%	0%	-27	.	i
O=C(OCc1cccc([N+](=O)[O-])c1)c1cnccn1	-5%	8%	-18%	i	2%	22%	1	4%	-37%[inhibitor]
CCC1(CC)C(=O)NC(=O)NC1=Nc1cccc(OC)c1	-17%	15%	6%	i	-10%	4%	-15	-32%	i
CCOc1ccccc1NC(=O)c1cc2c(=O)oc3ccccc3c2s1	.	11%	-11%	.	.	-10%	.	-8%	?
CCN(CC(=O)N1CCCCC1)S(=O)(=O)c1ccccc1	-1%	11%	-10%	i	1%	-6%	1	-1%	i
Cc1cccc(OCCCC(=O)Nc2ccc3c(c2)OCO3)c1	-4%	0%	8%	.	1%	4%	31	31%	i
O=c1oc2ccccc2c2nccnc12	6%	37%[activator]	1%	i	-11%	-3%	-7	5%	i
COC(=O)CN1C(=S)N(c2ccc(OC)cc2)C(=O)C1CC(=O)Nc1ccc(F)cc1 (stereo not given)	8%	12%	-4%	i	3%	0%	-4	-4%	-18%
Cc1ccc(NC(=O)C2CCCN2C(=O)Oc2ccccc2)cc1C (stereo not given)	2%	-17%	-1%	i	0%	21%	11	.	i
C[C@H](NC(=O)c1nc[nH]c1C(=O)N1CCNCC1)C(=O)OC(C)(C)C	0%	-4%	-8%	i	-1%	6%	4	-23%	i
CCCCn1c(SCC(=O)N2CCc3ccccc32)nnc1-c1ccncc1	5%	-1%	10%	i	-1%	13%	-3	-9%	-5%

Look-ups from the results shown:
Result of COC(=O)[C@@H](Cc1c[nH]c2ccccc12)NC(=O)CCC(=O)c1ccc(Br)cc1 under TDP43 rescue: 5%
Result of Cc1ccc(-n2nnnc2CNC(=O)c2ccc(Br)o2)cc1C under GLP-1R inv ag: -33%

Later entries:
SMILES	aSyn yeast inh	GLP-1R inv ag	Abeta yeast res	pAkt inh	GLP-1R agonist	TDP43 rescue	DRD3 antagonist	FUS suppressor	PTHR1 ag
O=C(c1cc2cc(Br)ccc2[nH]1)N1CCc2ccccc21	0%	9%	4%	i	5%	19%	16	6%	-7%
CCOC(=O)N1CCC(NS(=O)(=O)c2ccc3c(c2)CCN3C(C)=O)CC1	-6%	-20%	-1%	i	7%	-9%	52	0%	-1%[57.5 µM]
Cc1cc(C)c2cc(C#N)c(NCCOC(=O)c3ccccc3C)nc2c1	5%	4%	7%	i	0%	-8%	12	3%	i
CCC(NC(=S)Nc1ccccc1)C(=O)O (stereo not given)	5%	4%	7%	i	-8%	2%	1	.	-18%
Cc1cc(NC(=O)CSc2cn(CCNC(=O)c3ccccc3)c3ccccc23)no1	-1%	-12%	-1%	i	-2%	4%	0	30%	-14%
COc1cccc2[nH]c(C(=O)NCCCN3CCCC3=O)cc12	-2%	-3%	1%	i	-1%	8%	-16	0%	i
COC(=O)CSc1nnc(C)n1-c1cccc(OC)c1	1%	-1%	10%	i	-6%	11%	-11	-8%	i
OCCc1ccc(O)cc1	0%	3%	-5%	i	8%	0%	12	-35%	-19%
CCOc1ccccc1N(CC(=O)Nc1c(C)n(C)n(-c2ccccc2)c1=O)S(=O)(=O)c1ccccc1	10%	4%	-4%	i	-5%	0%	9	6%	-21%
COc1ccccc1S(=O)(=O)NCc1ccc(C(=O)N(C)Cc2ccc(F)cc2)cc1	2%	-5%	4%	i	7%	19%	-9	?	-30%[inhibitor]
CNC(=O)C1(C)CCN1C(=O)Cc1ccc(C(C)C)cc1 (stereo not given)	-1%	7%	-2%	i	-3%	12%	3	-20%	-18%
Cc1ccc(CN(C)C(=O)C2CCN(C(=O)Nc3ccccc3)CC2)o1	1%	32%	-1%	i	12%	-3%	-10	5%	i
COc1ccc2cc(CNCCOCCOCCNCc3ccc4cc(OC)ccc4c3)ccc2c1	-21%	?	4%	i	-37%[inhibitor]	-5%	?	.	i
CSc1ccc(CCNC(=O)c2ccc(CS(=O)Cc3ccccc3Cl)o2)cc1 (stereo not given)	10%	?	5%	i	-1%	22%	31	27%	-36%[inhibitor]
COc1cc(-c2cc(C(=O)Nc3cccc(S(=O)(=O)N(C)C)c3)c3ccccc3n2)cc(OC)c1OC	1%	9%	-14%	i	6%	1%	31	12%	i
O=C(CCNC(=O)c1ccccc1Cl)NC1=NCCS1	0%	5%	6%	i	1%	10%	8	7%	i
Cc1cc(C=O)c(C)n1-c1ccc(NC2CCCCC2)c([N+](=O)[O-])c1	-16%	?	-35%[inhibitor]	i	0%	35µM*	-55*	22%	-10%[57.5 µM]

This is a subset; the hit share may differ from the screen's.
